SNCA viab count = GF-AFC viability counterscreen for inhibitors of alpha-synuclein gene (SNCA) expression | HEK-293-SNCA-luc viability, GF-AFC fluorescence, 24 h | Potency, µM (series often up to 57.1 µM), for the others: at the highest dose activity change, negative = cytotoxicity, actives largely listed as cytotoxic | hit rate 0.12% among 150,000 | AID 1671193, 2021;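 also: potency is read from the fitted curve at half-maximal effect; 0% = DMSO-treated cells and -100% = medium-only wells without cells; nearly all actives have a fitted effect of over 30% in size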
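Cytotoxicity counterscreen: after 24 h compound treatment of genome-edited SNCA-luciferase HEK-293 cells, live-cell protease substrate GF-AFC read by fluorescence after 30 min; activity scaled between DMSO (0%) and medium-only (-100%), curves Hill-fitted.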
IP6K1 inh = Primary qHTS assay for small molecule inhibitors of Inositol hexaphosphate kinase 1 (IP6K1); IP6K1 kinase, ADP-Glo luminescence, 2 h; active compounds read low; hit rate 0.81% among 140,000; activity change, % (series mostly up to about 58 µM); Inositol hexakisphosphate kinase 1 (Homo sapiens), Q92551; in the data active = activity change below about -25%
Target sequence (Q92551 whole entry, looked up): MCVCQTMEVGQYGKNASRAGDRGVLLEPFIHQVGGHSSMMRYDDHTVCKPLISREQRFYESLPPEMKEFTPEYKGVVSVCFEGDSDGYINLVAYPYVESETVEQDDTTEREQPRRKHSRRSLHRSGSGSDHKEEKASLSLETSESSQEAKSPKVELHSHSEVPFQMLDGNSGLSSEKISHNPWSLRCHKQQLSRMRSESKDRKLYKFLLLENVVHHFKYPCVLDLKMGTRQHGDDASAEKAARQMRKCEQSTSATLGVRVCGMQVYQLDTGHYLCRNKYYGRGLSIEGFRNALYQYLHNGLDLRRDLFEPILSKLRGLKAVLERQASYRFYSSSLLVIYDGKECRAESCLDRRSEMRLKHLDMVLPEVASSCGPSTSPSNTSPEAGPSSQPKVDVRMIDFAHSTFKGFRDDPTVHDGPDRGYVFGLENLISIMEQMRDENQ
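ADP-Glo luminescence measures ADP made by human IP6K1 during a 2 h RT reaction with ATP/IP6 (mix at 1.3 mM/130 uM); top library doses 57.5 and 19.1 uM final.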
Luciferase inh = Firefly luciferase inhibition profiling of diverse chemical library using quantitative high-throughput screening | purified P. pyralis luciferase, luminescence, biochemical | Potency, µM (top dose mostly 115 µM), for the others: top-dose activity change, negative = inhibition, hits mostly inhibitors | hit rate 2.5% among 76,000 | AID 1347043, 2019; also: potency is read from the fitted curve at half-maximal effect; nearly all actives have a fitted effect of over 65% in size
Target sequence (P08659 whole entry, looked up): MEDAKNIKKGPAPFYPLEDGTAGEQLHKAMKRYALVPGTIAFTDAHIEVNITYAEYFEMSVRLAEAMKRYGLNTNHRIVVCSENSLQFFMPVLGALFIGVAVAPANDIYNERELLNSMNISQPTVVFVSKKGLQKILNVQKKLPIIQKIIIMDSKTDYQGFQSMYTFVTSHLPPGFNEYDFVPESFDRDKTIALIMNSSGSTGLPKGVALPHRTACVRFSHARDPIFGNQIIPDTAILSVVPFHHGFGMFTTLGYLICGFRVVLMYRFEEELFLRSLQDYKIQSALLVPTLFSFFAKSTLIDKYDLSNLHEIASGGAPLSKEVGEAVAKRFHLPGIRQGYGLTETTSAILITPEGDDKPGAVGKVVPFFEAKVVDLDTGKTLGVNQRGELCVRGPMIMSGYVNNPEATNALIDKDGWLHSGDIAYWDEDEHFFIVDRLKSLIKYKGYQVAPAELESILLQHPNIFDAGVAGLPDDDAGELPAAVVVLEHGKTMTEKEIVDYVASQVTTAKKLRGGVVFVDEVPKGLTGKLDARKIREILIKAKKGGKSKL
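Cell-free enzyme assay, 10nM P. pyralis luciferase, luciferin and ATP each at 10uM. Inhibition profiled over a 6-point titration, read as luminescence.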
SNCA expr inhib = Primary qHTS assay for inhibitors of alpha-synuclein gene (SNCA) expression | AID 1671194, 2021 | Potency, µM (series often up to 57.2 µM), without a hit: top-dose activity change, negative = inhibition, hits mostly inhibitors | HEK-293 SNCA-luciferase knock-in, luminescence, 24 h | hit rate 0.17% among 140,000;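 also: potency is read from the fitted curve at half-maximal effect; plate controls were DMSO cells for no effect and cell-free wells for full effect; nearly all actives have a fitted effect of over 45% in size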
NIH3T3 tox = Cytotoxic Profiling in NIH 3T3 Cell Line of Diverse Libraries Using Quantitative High-Throughput Screening; hit rate 4.3% among 94,000; AID 1345082, 2018; NIH 3T3 viability, CellTiter-Glo ATP luminescence, 48-72 h; Potency, µM (series often up to 96.7 µM), for inactives: at the top dose activity change, negative = cytotoxicity, actives largely listed as inhibitors; also: potency is read from the fitted curve at half-maximal effect; nearly all actives have a fitted effect of over 55% in size
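Mouse fibroblast NIH 3T3 cells, 400 per well, received compound via pintool and were incubated for 48 or 72 hr prior to CellTiter-Glo ATP luminescence measurement.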
HEK293 tox = Cytotoxic Profiling in HEK 293 Cell Line of Diverse Libraries Using Quantitative High-Throughput Screening; hit rate 6.6% among 94,000; AID 1345083, 2018; Potency, µM (series often up to 115 µM), without a hit: top-dose activity change, negative = cytotoxicity, most hits filed as inhibitors; HEK 293 viability, ATP luminescence (CellTiter-Glo), 48-72 h; also: potency is read from the fitted curve at half-maximal effect; nearly all actives have a fitted effect of over 60% in size
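Cells seeded first (HEK 293, 250 cells/well), then compound added by pintool. Incubation ran 48 or 72 hr at 37 degree Celsius. CellTiter-Glo was added and luminescence imaged after 10 min at room temperature.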
GPT2 inhibitor = Primary qHTS assay for inhibitors of Glutamate pyruvate transaminase 2 (GPT2); Alanine aminotransferase 2 (Homo sapiens), Q8TD30; hit rate 0.25% among 100,000; Recombinant GPT2, coupled pyruvate oxidase/HRP Amplex Red fluorescence; Potency, µM (series often up to 57.7 µM), inactives show top-dose activity change, negative = inhibition, hits mostly inhibitors; also: potency is read from the fitted curve at half-maximal effect; nearly all actives have a fitted effect of over 60% in size; many of its hits are not listed in these tables
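GPT2 10ng/uL, a-KG 250uM, L-Ala 2mM, HEPES pH7.5 + 0.0001% Tween; 30 min RT. Then Amplex mix (PO/HRP/ThPP), 30 min RT dark, fluorescence. AOA 50uM used as positive control.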
* hit, by the source's call; i = inactive; ? = inconclusive; / = not tested or not shown; & = joins results of further samples; [ ] = remark or other dose. Unless noted, calls follow the shape of the dose curve; as a rule, active = well fitted curve in the direction sought with a large enough effect; inconclusive = small, poorly fitted or top-dose-only effect, or another doubt; inactive = no such curve, though single readings can be large; an effect the other way counts as inactive or inconclusive. Unless noted, % is scaled to controls: 0 for no effect and ±100 for the full control effect.

SMILES	SNCA viab count	IP6K1 inh	Luciferase inh	SNCA expr inhib	NIH3T3 tox	HEK293 tox	GPT2 inhibitor
CCCCC(Sc1nc2cc3c(cc2c(=O)n1CCCC(=O)NCc1ccc2c(c1)OCO2)OCO3)C(=O)OCC (centres undefined)	6%	2	/	36%[activator]	/	/	/
Cc1[nH]c(=O)c(C#N)cc1-c1ccncc1	5%	-1&-15	/	8%	/	/	?
CCOC(=O)c1c(NC(=O)c2nc(S(C)(=O)=O)ncc2Cl)sc(C(C)=O)c1C	?	-12	/	-27%	/	/	/
CN(C1CCSCC1)C1CCc2nn(C)c(=O)n2CC1 (centres undefined)	5%	-13	-1%	0%	-9%	-2%	i
COc1ccc(-n2c(=O)c(C(=O)NCCc3ccc(F)cc3)nc3cccnc32)cc1	3%	-7	/	9%	-15%	-3%	i
COc1ccc(CCNC(=O)CCCn2c(=O)c3cccn3c3ccccc32)cc1OC	5%	23	/	17%	/	/	/
CC1(CNCc2ccccc2)COc2ccc(C(=O)Nc3cccc(Cl)c3)cc2N1 (centres undefined)	?	2	-2%[172 µM]	53%[activator][87.6 µM]	?	?	1%[88.5 µM]
CC(=O)NCc1nnc2n1C(C(=O)Nc1ccc(F)cc1)CC2 (centres undefined)	-2%[12.5 µM]	9	/	10%[87.6 µM]	i	i	i
O=C(Nc1ccccc1)N1CCCC(C(=O)N2CCC(N3Cc4cccn4C3=O)CC2)C1 (centres undefined)	-3%	-12	/	-2%	-13%	-26%	-3%
COc1ccc(CCc2nc3nccc(-c4ccccn4)n3n2)cc1	0%	3	-10%	-4%	?	?	i
O=C(COc1ccc(F)cc1)N1CC(Oc2ccc(-c3nc(-c4ccccc4)no3)cc2)C1	-2%	2	?	-3%	-15%	?	i
N#Cc1ccc(C(=O)N2CCCCCCNC(=O)CC2)cc1	-7%	-13	-4%	10%	-12%	5%	-6%
COCCn1c(=O)c2c(n1Cc1ccccc1)CN(Cc1ccc3[nH]ccc3c1)CC2	-6%[87.6 µM]	-9	-4%[172 µM]	-21%[87.6 µM]	?	5%[172 µM]	0%[88.5 µM]
CCNc1ccc(-c2nc(-c3ccncc3)no2)cc1[N+](=O)[O-]	-5%	-1	/	33%[activator]	/	/	/
COCCNC(=O)C1(C)CCc2cnc(Nc3ccccc3)nc21 (centres undefined)	-14%[87.6 µM]	-4	-8%[172 µM]	-33%[87.6 µM]	79µM*	?	i
COc1ccc(-c2ccc(CCC(=O)O)n2CC(=O)Nc2cccc(C(F)(F)F)c2)cc1	18%	-14	/	3%	/	/	/
CC(C)(C)OC(=O)N1CC(Nc2ccccc2O)C1	4%[87.6 µM]	-5	/	130%[activator][87.6 µM]	-24%[138 µM]	-13%[172 µM]	-28%[88.5 µM]
Cc1ccsc1C(=O)N1CCCC(c2noc(COc3ccccc3F)n2)C1 (centres undefined)	4%	8	-6%	114%[activator]	-41%	?	i
CCOc1ccc(N(CC)S(=O)(=O)N2CCCC(C(=O)NCc3ccc(SC)cc3)C2)cc1 (centres undefined)	-26%	17	/	?	/	/	/
O=C(c1ccoc1)N1CCN(c2nnc3ccccn23)CC1	7%	17	-6%	-1%	3%	i	i
COc1cc(CN(C(=O)COc2ccc(Cl)cc2)c2ccccn2)cc(OC)c1OC	-6%	-6	/	135%[activator]	/	/	/
Cc1nc2c(c(-c3ccc(Cl)cc3)n1)CCN(C(=O)c1ccccc1F)CC2	?	-11	-9%	0%	-30%	?	i
CCOc1cccc(CN2C[C@@H]3C(=O)N(Cc4ccc5c(c4)OCO5)C(=O)[C@@H]3C2)c1	7%	-1	6%	6%	?	?	-16%
CC(=O)N1CCN(C(=O)c2ccc(-c3ncc4cnc(-c5cccc(F)c5)cn34)cc2)CC1	0%	-12	6%	-2%	?	-20%	1%
CN(C)C(=O)c1cccnc1CCC1COc2ccccc2O1 (centres undefined)	-6%	15	-2%	0%	-11%	-2%	5%
O=C(NCCc1ccc(Cl)cc1)C1CCN(Cc2ccccc2-c2ccccc2F)CC1	/	16	/	/	?	32µM*	/
COc1cc(C(=O)N2CCN(c3cc(-c4cccs4)[nH]n3)CC2)cc(OC)c1OC	5%	21	1%	-12%	?	-17%	i
Fc1ccc(-c2cc(CC3(NCc4ccc(OC(F)(F)F)cc4)COC3)no2)cc1	3%[87.6 µM]	13	-1%[172 µM]	-3%[87.6 µM]	100µM*	79µM*	-11%[88.5 µM]
CCc1nc(C)sc1C(=O)N1CCCC(c2[nH]ncc2-c2ccccc2)C1 (centres undefined)	-15%	-30*	4%	-9%	?	?	-23%[11.5 µM]
O=C1CCNCCCCCCN1	-14%	-13	2%	0%	-13%	-5%	-3%
CC(NC(=O)C1(c2cccs2)CCOCC1)c1ccccc1 (centres undefined)	8%	7	/	1%	/	/	/
CC(C)CC1=NC2(CCN(C(=O)c3cccc(N(C)C)c3)CC2)C(=O)N1	2%	7	6%	7%	-3%	-6%	-4%
Cc1cc(CN(C)C(C)c2cccs2)no1 (centres undefined)	5%[87.6 µM]	7	-2%[172 µM]	-19%[87.6 µM]	-2%[138 µM]	-5%[172 µM]	i
COc1ccccc1CNC(=O)C1CCC(CNS(=O)(=O)c2ccc3c(c2)CCCC(=O)N3)CC1 (centres undefined)	-5%	10	/	15%	/	/	/
Cn1ccc(Nc2nccc3c(=O)cc(-c4cn[nH]c4)oc23)n1	-1%[87.6 µM]	-16	-3%[172 µM]	?	79µM*	?	4%[88.5 µM]
COc1ccc(OC2CNC2)cc1	-4%[87.6 µM]	-8	/	28%[87.6 µM]	-26%[174 µM]	-4%[230 µM]	i
Cc1ccc(N(Cc2cccs2)C(=O)c2ccc(Br)o2)cc1	13%	12	/	29%	/	/	/
Cc1nc(CN2C(=O)OC3(CCN(C(=O)c4scnc4C)CC3)C2(C)c2ccccc2)cs1 (centres undefined)	8%	-10	-20%	7%	28µM*	-14%	i
CCc1ccc(CN2CCC(Oc3ccc4ccccc4c3)(C(=O)O)CC2)nc1	-11%	4	3%	?	i	i	-6%[11.5 µM]
Cc1ccc(CNC(=O)c2ccc3c(O)c(S(=O)(=O)c4ccccc4)c(=O)[nH]c3c2)cc1	3%	-14	/	11%	/	/	/
FC(F)(F)CN1C2CCC1CN(c1nccc(Nc3ccccc3Cl)n1)C2	-8%	-4	/	0%	?	?	-25%
CCOC(=O)C1CCN(c2ncnc3c2nnn3C)CC1	6%	-9	/	30%	/	/	/
O=C(Cn1nc2c(cc1=O)CCCC2)NCc1cccc(F)c1	4%	6	1%	54%[activator]	i	-3%	-32%
O=C(CCSCc1cnn(-c2ccccc2)c1-n1cccc1)NCc1ccccc1F	-9%	-9	/	?	/	/	/
COc1cccc(-c2nc3c(c(SCc4ccccc4Cl)n2)Cc2c(CO)cnc(C)c2O3)c1	2%	4	/	1%	/	/	/
CCOc1cc(CC(=O)N[C@@H](CC(C)C)c2ccccc2N2CCCCC2)ccc1C(=O)O	-7%	/	/	?	/	/	0%
COc1ccc(CNC(=O)C(=O)NCC(c2cccs2)S(=O)(=O)c2ccc(F)cc2)cc1 (centres undefined)	1%	-8	/	?	/	/	/
CCOCCCn1c(=N)c(C(=O)NC2CCCC2)cc2c(=O)n3cccc(C)c3nc21	?	12	/	-4%	/	/	/
CN(Cc1ccccc1)c1cnn(Cc2noc(C3CC3)n2)c(=O)c1	-2%	9	-8%	34%[activator]	-9%	0%	i
CCOc1ccc(C(=O)N2CCC(Cc3nc(-c4ccc(OC)cc4)no3)CC2)cc1OCC	-10%	12	-3%	?	?	40µM*	i
O=C1O[C@@H]2CN(Cc3cnc[nH]3)C[C@@H]2N1CCc1ccc(F)cc1	8%	-1	-1%	-2%	-2%	-2%	i
C/C=C/C=C/C(O)=C1\C(=O)[C@]2(C)C3C(C(=O)CC/C=C/C)=C(O)C4(C)C1[C@]1(C)O[C@@]4(O)[C@@]3(C)O[C@@]12O	28%[23.9 µM]	-14	/	/	/	/	?
Cc1ccc(NCc2cccn2-c2nnc(N3CCC(C(=O)NCc4ccc(F)cc4)CC3)s2)cc1	-7%	-17	/	-8%	/	/	/
CC(=O)c1ccc(NS(=O)(=O)c2ccc(-n3cccn3)cc2)cc1	8%	-14	/	22%	/	/	/
Cc1cccc(Nc2nc(N)nc(CN3CCC4(CC3)OCCCC4O)n2)c1 (centres undefined)	-3%	6	9%	-25%	4%	0%	1%[11.5 µM]
CC(C)Oc1cccc2c1c(NC(=O)c1cc(F)cc(C#N)c1)nn2C	-15%	9	-2%	-22%	?	?	?
CCNC(=O)N1CC2CC(C1)[C@H]1CCCC(=O)N1C2 (some centres undefined)	?	20	3%	-23%	4%	-1%	5%

Nine entries out of the list, sorted by count of non-hydrogen atoms, rising.
SMILES	SNCA viab count	IP6K1 inh	Luciferase inh	SNCA expr inhib	NIH3T3 tox	HEK293 tox	GPT2 inhibitor
CCNC(=O)N1CC2CC(C1)[C@H]1CCCC(=O)N1C2 (some centres undefined)	?	20	3%	-23%	4%	-1%	5%
O=C1O[C@@H]2CN(Cc3cnc[nH]3)C[C@@H]2N1CCc1ccc(F)cc1	8%	-1	-1%	-2%	-2%	-2%	i
CN(Cc1ccccc1)c1cnn(Cc2noc(C3CC3)n2)c(=O)c1	-2%	9	-8%	34%[activator]	-9%	0%	i
CC(C)Oc1cccc2c1c(NC(=O)c1cc(F)cc(C#N)c1)nn2C	-15%	9	-2%	-22%	?	?	?
Cc1cccc(Nc2nc(N)nc(CN3CCC4(CC3)OCCCC4O)n2)c1 (centres undefined)	-3%	6	9%	-25%	4%	0%	1%[11.5 µM]
CCOCCCn1c(=N)c(C(=O)NC2CCCC2)cc2c(=O)n3cccc(C)c3nc21	?	12	/	-4%	/	/	/
CCOc1cc(CC(=O)N[C@@H](CC(C)C)c2ccccc2N2CCCCC2)ccc1C(=O)O	-7%	/	/	?	/	/	0%
CCOc1ccc(C(=O)N2CCC(Cc3nc(-c4ccc(OC)cc4)no3)CC2)cc1OCC	-10%	12	-3%	?	?	40µM*	i
C/C=C/C=C/C(O)=C1\C(=O)[C@]2(C)C3C(C(=O)CC/C=C/C)=C(O)C4(C)C1[C@]1(C)O[C@@]4(O)[C@@]3(C)O[C@@]12O	28%[23.9 µM]	-14	/	/	/	/	?

Screening results (PubChem BioAssay)
